LYP inhibition = PTPN22 lymphoid phosphatase activity blockers – biochemical, fluorescence intensity, uHTS (AID 1779). recombinant LYP phosphatase, fluorescence intensity; higher % means a stronger effect. inhibition, % at 11.5 µM, or IC50 in µM where a hit was titrated. 290,000 tested, 0.054% active; in the data active = inhibition above about 50%;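 also: plate controls were vehicle with enzyme for no effect and no enzyme for full effect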
P. falciparum M17LAP = P. falciparum M17LAP inhibitors, primary screen, biochemical, fluorogenic H-Leu-NHMec substrate, 1536-well (AID 1619) | recombinant M17LAP, H-Leu-NHMec fluorogenic kinetic assay; higher % means a stronger effect | one-dose inhibition, % at 30 µM; IC50 in µM for titrated hits | 220,000 tested, 0.38% active;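 active = compound inhibiting the enzyme by more than half at any dose during confirmatory dose-response retesting; inconclusive = strong single-dose inhibitors picked by rank but not retested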;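 also: plate controls were full reaction with DMSO carrier for no effect and no enzyme background for full effect; strong numbers were not always called active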
Myeloid diff 2 = myeloid differentiation induction | ER-HoxA9 myeloid progenitors, lysozyme-GFP differentiation, flow cytometry | calls only at 10 µM | AID 624256 | 360,000 tested, 1% active;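 active = normalized GFP-positive differentiation at or above the plate's own cutoff, the solvent-only control mean plus 3 SD; inconclusive = no clear call, values can overlap the other calls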;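 also: cells exposed to compound for four days before flow analysis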
P. falciparum M1AAP = malaria alanyl aminopeptidase activity blockers – biochemical, fluorogenic H-Leu-NHMec substrate, 1536-well (AID 1445) | recombinant M1AAP, H-Leu-NHMec fluorogenic kinetic assay; higher % means a stronger effect | inhibition, % at 30 µM; hits with a dose series show IC50 in µM | 220,000 tested, 0.42% active;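 active = primary inhibition above the hit cutoff, then over 50% inhibition at one or more dose response concentrations, cut at about 23% in these data, passing the limit was not always enough; inconclusive = conflicting primary data, or primary hits not chosen for dose response; inactive = low primary inhibition, or under 50% at every dose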;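 also: plate controls were DMSO full reaction for no effect and no enzyme background for full effect; strong numbers were not always called active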
Myeloid diff 2 GFP+ MAC1+ % = also measured in Myeloid diff 2; calls as there; GFP+ MAC1+ double positive, %; measured here: differentiation confirmed by MAC1 staining
Active calls of the source: *; i = inactive; ? = inconclusive; nt = not tested or not shown; + = active, no number.

entry	SMILES	LYP inhibition	P. falciparum M17LAP	Myeloid diff 2	Myeloid diff 2 GFP+ MAC1+ %	P. falciparum M1AAP
1	CN1C(=O)C(=Cc2ccccc2OS(=O)(=O)c2ccccc2)C(=O)N(C)C1=O	-5%	nt	i	2.0	nt
2	CCCN(CC1CC1)CC(O)c1ccccc1 (stereo unspecified)	-11%	nt	i	0.5	nt
3	Cc1ccc(NS(=O)(=O)c2ccc(OCC(=O)N3CCN(C)CC3)cc2)cc1	-7%	nt	i	0.6	nt
4	COc1ccc(CC(=O)N2C[C@H]3C[C@@H](C2)c2cccc(=O)n2C3)cc1	-8%	nt	i	2.8	nt
5	Cc1cc(OCC(=O)N2CCC(C(=O)O)(c3ccccc3)CC2)c2c(C)c(C)c(=O)oc2c1	-11%	nt	i	2.3	nt
6	COc1ccc(N2CCN(Cc3nc4ccccc4[nH]3)CC2)cc1	-13%	nt	i	1.4	nt
7	Cn1c(O)c(C=Nc2ccccc2)c(=O)n(C)c1=O	-1%	nt	i	0.3	nt
8	COC(=O)c1ccccc1NC(=O)N1C[C@@H]2C[C@@H](C1)c1cccc(=O)n1C2	0%	nt	i	3.0	nt
9	O=C(c1cc2cc(Cl)ccc2[nH]1)N1CCC2(CC1)OCCO2	-9%	nt	i	5.9	nt
10	CCN1C[C@]2(OC(=O)c3ccccc3NC(C)=O)CCC(OC)C34C5C[C@H]6C(OC)[C@]5(O)[C@](O)(C[C@@H]6OC)C(C[C@@H]32)[C@H]14 (stereo partly specified)	-6%	nt	i	0.1	nt
11	Cn1c(O)c(C=Nc2ccc(F)cc2)c(=O)[nH]c1=O	-4%	nt	i	0.6	nt
12	CCCCn1c(=O)c(C(=O)NCc2ccccc2Cl)c(O)c2ccccc21	-9%	nt	i	0.9	nt
13	COc1cccc(OC)c1C(=O)NC(=S)N1C[C@H]2C[C@H](C1)c1cccc(=O)n1C2	-6%	nt	i	2.6	nt
14	CCN1CCN(C(=O)Cc2ccc(C)cc2)CC1	-6%	nt	i	0.3	nt
15	CCC(C)N1CCN(C(=O)COc2ccc3ccccc3c2)CC1 (stereo unspecified)	-12%	nt	i	5.1	nt

Later entries
entry	SMILES	LYP inhibition	P. falciparum M17LAP	Myeloid diff 2	Myeloid diff 2 GFP+ MAC1+ %	P. falciparum M1AAP
16	Cc1ccc(C)c(NP(=O)(Oc2ccccc2)Oc2ccccc2)c1	-4%	nt	i	1.2	nt
17	O=C(/C=C/c1ccccc1)NC(=S)N1C[C@H]2C[C@H](C1)c1cccc(=O)n1C2	-6%	nt	i	1.6	nt
18	CCCCn1c(=O)c(C(=O)NCc2ccc(Cl)cc2)c(O)c2ccccc21	-4%	nt	i	0.3	nt
19	COc1ccc(C(=O)N2C[C@H]3C[C@@H](C2)c2cccc(=O)n2C3)cc1OC	-6%	nt	i	1.7	nt
20	C#C[C@@]1(O)CCC2C3CCC4=C/C(=N/OCC(=O)NC(C(=O)O)C(C)O)CC[C@]4(C)C3CC[C@@]21C (stereo partly specified)	-4%	nt	i	0.7	nt
21	COc1cccc(-n2c(CN3CCOCC3)nc3ccc([N+](=O)[O-])cc3c2=O)c1	-5%	nt	i	0.2	nt
22	CCOC(=O)C1CCN(C(C)C(=O)c2c[nH]c3ccccc23)CC1 (stereo unspecified)	-2%	nt	i	0.2	nt
23	C[N+]1(C)[C@@H]2CC[C@H]1CC(OC(=O)[C@@H](CO)c1ccccc1)C2 (stereo partly specified)	-6%	nt	i	0.6	nt
24	Cc1c(C)c2cc(Cl)c(OCC(=O)N3C[C@H]4C[C@@H](C3)c3cccc(=O)n3C4)cc2oc1=O	-1%	nt	i	2.2	nt
25	Fc1ccc(CNC2CN3CCC2CC3)cc1 (stereo unspecified)	-17%	nt	i	0.6	nt
26	Clc1cccc(CNCCc2c[nH]c3ccccc23)c1	-8%	nt	i	0.2	nt
27	N/C(=N\[N+](=O)[O-])N1CCN(C(=O)OC2CCCC2)CC1	-6%	nt	i	0.6	nt
28	CN1CC(C(=O)c2ccc(Cl)cc2)C(c2ccc(Cl)cc2Cl)C1 (stereo unspecified)	-5%	nt	i	1.1	nt
29	Cc1cccc(CN2CCN(C(=O)Cc3ccccc3)CC2)c1	-7%	nt	i	0.7	nt
30	COc1ccc(-c2nn(CCC#N)cc2C(=O)Nc2ccc(C(C)=O)cc2)cc1	-4%	nt	i	0.1	nt

Other compounds:
entry	SMILES	LYP inhibition	P. falciparum M17LAP	Myeloid diff 2	Myeloid diff 2 GFP+ MAC1+ %	P. falciparum M1AAP
31	COc1ccc(-c2cc(=NCC(=O)O)c3ccccc3o2)cc1	-64%	nt	i	0.2	nt
32	CN1CCC(=O)N(CCN=[N+]=[N-])CC1	-11%	nt	i	1.4	nt
33	Cc1cc(OCC(=O)NCC(O)c2ccccc2)c2c3c(c(=O)oc2c1)CCC3 (stereo unspecified)	-9%	nt	i	4.3	nt
34	CC/C(=N\NC(=O)c1ccccc1Cl)c1c(O)n(C2CCCCC2)c(=O)[nH]c1=O	3%	nt	i	0.9	nt
35	COc1cccc(CC(=O)N(C)C2CCCN(Cc3ccccc3F)C2)c1 (stereo unspecified)	-6%	nt	i	0.5	nt
36	COc1ccc(Br)cc1CNCCc1cccc(Cl)c1	-8%	nt	i	0.5	nt
37	CN(C)C(Cc1ccccc1)C(=O)c1c[nH]c2ccccc12 (stereo unspecified)	-7%	nt	i	1.1	nt
38	Cc1c(C)c2ccc(OCC(=O)N3C[C@H]4C[C@@H](C3)c3cccc(=O)n3C4)c(C)c2oc1=O	-4%	nt	i	2.6	nt
39	CC1=C[C@@H]2c3cccc4[nH]cc(c34)C[C@H]2N(C)C1	-29%	nt	+	20*	nt
40	O=C(CCc1nnc2ccc(NCc3ccc(F)cc3)nn12)N1CCC2(CC1)OCCO2	-9%	nt	i	2.7	nt
41	COc1cccc(CN2CCN(C(=O)Cc3ccccc3OC)CC2)c1	-9%	nt	i	0.6	nt
42	COc1ccc2c(C)c(CC(=O)N3C[C@H]4C[C@@H](C3)c3cccc(=O)n3C4)c(=O)oc2c1C	-12%	nt	i	0.7	nt
43	Cc1cc(=O)oc2c(C)c(OCC(=O)N3CCN(Cc4ccccc4)CC3)ccc12	-1%	nt	?	nt	nt
44	COc1cc(OC)c(OC)cc1CN1CCN(C(=O)COc2ccc3ccccc3c2)CC1	-10%	nt	i	0.4	nt
45	COc1ccccc1CN1CCCC(C(=O)c2ccccc2OC)C1 (stereo unspecified)	-5%	nt	i	0.5	nt

(list continues)
entry	SMILES	LYP inhibition	P. falciparum M17LAP	Myeloid diff 2	Myeloid diff 2 GFP+ MAC1+ %	P. falciparum M1AAP
46	Oc1ccccc1C1NCc2ccccc2-n2cccc21 (stereo unspecified)	-3%	nt	i	0.3	nt
47	CCOc1cc(CNCCc2cccc(F)c2)ccc1OC	-2%	nt	i	0.8	nt
48	CC(=O)O[C@@]12CO[C@@H]1C[C@@H](O)[C@@]1(C)C(=O)[C@H](O)C3=C(C)[C@@H](OC(=O)[C@H](O)[C@@H](NC(=O)c4ccccc4)c4ccccc4)C[C@@](O)([C@@H](OC(=O)c4ccccc4)C12)C3(C)C (stereo partly specified)	-6%	nt	?	nt	nt
49	CCN(CC)C(=O)c1ccc(N(Cc2ccccc2)S(C)(=O)=O)cc1	-10%	nt	i	0.1	nt
50	COc1ccc(NC(=O)C2C3CCC(O3)C2C(=O)O)c(OC)c1 (stereo unspecified)	-6%	nt	i	0.5	nt
51	CCN1CCN(Cc2nc3ccc([N+](=O)[O-])cc3c(=O)n2-c2ccccc2F)CC1	1%	nt	i	0.1	nt
52	CC(=O)c1ccc(NC2=NCCCS2)cc1	-9%	nt	i	1.1	nt
53	O=C1CCCN1CC#CCN1CCCC1	-2%	nt	i	2.0	nt
54	COc1cc(C(C)=O)ccc1OC(=O)N(C)c1ccccc1	-1%	nt	i	0.7	nt
55	CC(C)CCn1c(=O)c(C(=O)NCc2ccc3c(c2)OCO3)c(O)c2ccccc21	-5%	nt	i	0.5	nt
56	Cc1ccc(-n2c(C)nc3cc(Cl)ccc3c2=O)nc1	-8%	nt	i	1.3	nt
57	COC(=O)N(c1ccccc1)P(=O)(Oc1ccccc1)Oc1ccccc1	-7%	nt	i	0.7	nt
58	O=C(c1cc2cc(Br)ccc2[nH]1)N1CCC2(CC1)OCCO2	-3%	nt	i	2.7	nt
59	O=C(NCc1ccccc1)c1cccn(Cc2cccc(Cl)c2)c1=O	-4%	nt	i	0.3	nt
60	O=C(O)C1C2CCC(O2)C1C(=O)Nc1cccc(Br)c1 (stereo unspecified)	-10%	nt	i	0.4	nt

Continuation.
entry	SMILES	LYP inhibition	P. falciparum M17LAP	Myeloid diff 2	Myeloid diff 2 GFP+ MAC1+ %	P. falciparum M1AAP
61	Cc1ccc(OCCOc2cccc(C=C3C(=O)NC(=O)NC3=O)c2)c(C)c1	-10%	nt	i	6.3	nt
62	Cc1cc(OCC(=O)NCc2ccncc2)c2c3c(c(=O)oc2c1)CCC3	-4%	nt	i	0.3	nt
63	COc1ccccc1/C=C1\C(=O)NC(=S)N(c2ccccc2)C1=O	-7%	nt	i	0.5	nt
64	C[C@]12CCC(=O)C=C1CC[C@@H]1C2[C@H](O)C[C@]2(C)C(=O)CCC12 (stereo partly specified)	-8%	nt	i	0.5	nt
65	OC1(c2ccccc2)CCNC2CCCCC21 (stereo unspecified)	-8%	nt	i	0.7	nt
66	C=CCN1CCc2cccc3c2[C@H]1Cc1ccc(O)c(O)c1-3	-8%	nt	i	0.1	nt
67	O=C(CCNC(=O)N1C[C@H]2C[C@@H](C1)c1cccc(=O)n1C2)Nc1ccc(F)cc1	-3%	nt	i	3.8	nt
68	C[C@H]1O[C@@H](OC2CC[C@]3(C=O)[C@H]4CC[C@]5(C)[C@@H](C6=CC(=O)OC6)CC[C@]5(O)[C@@H]4CC[C@]3(O)C2)CC2OC(C)(C)OC21 (stereo partly specified)	-8%	nt	i	0.3	nt
69	C/C=C(\C)C(=O)N[C@@H](c1ccccc1)[C@@H](O)C(=O)O[C@H]1C[C@@]2(O)[C@@H](OC(=O)c3ccccc3)C3[C@](C)(C(=O)[C@H](O)C(=C1C)C2(C)C)[C@@H](O)C[C@H]1OC[C@@]31OC(C)=O (stereo partly specified)	-11%	nt	i	7.9	nt
70	Cc1cc(Oc2cc(NN3CCCCC3)c([N+](=O)[O-])cc2[N+](=O)[O-])ccc1[N+](=O)[O-]	-9%	nt	i	0.6	nt
71	COc1ccc(F)cc1C(=O)C1CCCN(Cc2ccc(O)cc2)C1 (stereo unspecified)	3%	nt	i	0.7	nt
72	COc1ccc(CCNCc2cccn2C)cc1	-6%	nt	i	0.6	nt
73	CCN(CC)C(=O)c1ccc(NC(=O)c2cn(-c3ccccc3)nc2-c2ccc(OC)cc2)cc1	0%	nt	i	1.1	nt
74	COc1ccc(N2C(=O)/C(=C/c3ccc(N(C)C)o3)C(=O)NC2=S)cc1	-2%	nt	i	0.9	nt
75	CC(C)OCC(O)CN1CC2C[C@@H](C1)Cn1c2cccc1=O (stereo partly specified)	-7%	nt	i	1.3	nt

(cont.)
entry	SMILES	LYP inhibition	P. falciparum M17LAP	Myeloid diff 2	Myeloid diff 2 GFP+ MAC1+ %	P. falciparum M1AAP
76	CCOc1ccc(N=Cc2c(O)n(CCc3ccc(OC)c(OC)c3)c(=O)[nH]c2=O)cc1	1%	nt	i	0.5	nt
77	CCN(CC)c1ccc(N=Cc2c(O)[nH]c(=O)[nH]c2=O)cc1	1%	nt	i	0.5	nt
78	COCCNC(=O)CN1C(=O)C(C)N=C(c2ccccc2)c2cc(Cl)ccc21 (stereo unspecified)	-13%	nt	i	0.8	nt
79	O=C1CC(=O)N(c2cccc(Br)c2)C(=O)N1	-7%	nt	i	1.0	nt
80	Cc1ccc(S(=O)(=O)N(C)c2ccc(C(=O)NCC3(N(C)C)CCCCC3)cc2)cc1	-6%	nt	i	0.6	nt
81	C[C@]12C=CC(=O)C=C1C=C[C@@H]1C2CC[C@]2(C)C(=O)CCC12 (stereo partly specified)	2%	nt	i	1.3	nt
82	CN1CCN(Cc2cc3c(cc2[N+](=O)[O-])OCO3)CC1	-2%	nt	i	0.1	nt
83	COc1ccc2c(c1OC)CN1CCc3cc4c(cc3C1C2)OCO4 (stereo unspecified)	-7%	nt	i	3.2	nt
84	Cc1ccsc1CNCCc1ccccc1F	-9%	nt	i	0.7	nt
85	CN(CC1COc2ccccc2O1)c1nc(-c2cccnc2)nc2ccccc12 (stereo unspecified)	nt	5%	i	0.5	6%
86	Oc1cc2c(cc1CN1CCN(c3ccccc3)CC1)CCC2	nt	7%	i	0.2	2%

Bioassay records as filed in PubChem.

An excerpt; count on the stated rates, not on these rows.
